# ERG-DNA inh: qHTS for Small Molecule Inhibitors of the ERG Ets/DNA interaction; fluorescence polarization, His-ERG Ets domain / labelled DNA; 370,000 tested, 0.028% active; Transcriptional regulator ERG (Homo sapiens), P11308; Potency, µM (highest dose often 76.9 µM), for inactives: at the highest dose FP activity, negative = inhibition, most hits filed as inhibitors; active means well fitted inhibition curve with a large enough effect in the polarisation, with a control signal flat; inconclusive means small, poorly fitted or top-dose-only effect, or effect the other way, or a change in a side signal; inactive means no such curve, though single readings can be large or run the other way; the % refers to the polarisation;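 further: polarization taken with two DNA probes labelled with fluorescein and Texas red; potency means the concentration at half of the fitted maximal effect; % of control where 0% means no effect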
#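 His-tagged ERG Ets domain (1 uM in the protein solution; 300mM KCl, 50mM Tris-HCl, 1mM EDTA, 1mM DTT, pH 7.5) received compound, then a probe mix of 5 nM fluorescein-DNA and 100nM Texas-615-DNA. Fluorescence polarization was read for both dyes.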
# Pol kappa inh: qHTS for Inhibitors of Polymerase Kappa. 400,000 tested, 0.53% active. purified Pol kappa, fluorescent DNA synthesis assay, 10 min. DNA polymerase kappa (Homo sapiens), Q9UBT6. AID 588579, 2011. Potency, µM (doses to about 107 µM), inactives show at the top dose activity, negative = inhibition, most hits filed as inhibitors; further: potency means the concentration at half of the fitted maximal effect; on the % scale 0 is the no-effect control and ±100 the full control effect
#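 Kinetic fluorescence readout at 0 and 10 min followed reaction start with substrate at 50 nM final. Beforehand, enzyme (10 nM Pol kappa) stood 15 min with compound at room temperature; buffer-only wells were negative controls.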
# APE1 inh: qHTS Assay for Inhibitors of the Human Apurinic/apyrimidinic Endonuclease 1 (APE1). Potency, µM (top dose mostly 65.8 µM), for inactives: at the top dose activity change, negative = inhibition, actives largely listed as inhibitors. DNA repair nuclease/redox regulator APEX1 (Homo sapiens), P27695. 350,000 tested, 0.35% active. recombinant APE1, TAMRA/BHQ-2 abasic DNA cleavage fluorescence. AID 2517, 2012;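 further: potency means the concentration at half of the fitted maximal effect; plate controls were vehicle for no effect and reference inhibitor for full effect; nearly all actives have a fitted effect of over 55% in size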
# Target sequence (P27695 whole entry, looked up): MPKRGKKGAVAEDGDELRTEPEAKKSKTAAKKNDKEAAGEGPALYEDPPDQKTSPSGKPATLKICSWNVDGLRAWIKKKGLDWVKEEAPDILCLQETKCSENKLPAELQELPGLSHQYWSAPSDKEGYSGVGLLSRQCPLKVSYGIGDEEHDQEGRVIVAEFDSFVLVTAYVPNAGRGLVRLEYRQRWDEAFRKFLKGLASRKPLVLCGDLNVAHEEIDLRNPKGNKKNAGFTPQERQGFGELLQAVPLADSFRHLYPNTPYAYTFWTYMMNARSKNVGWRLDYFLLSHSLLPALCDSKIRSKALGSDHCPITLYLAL
#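 Kinetic fluorescence read (525 ex/598 em nm, three reads 60 s apart) of AP-site incision; signal = third minus first read. Enzyme 0.75 nM, dual-labelled THF duplex 50 nM, compound preincubation 15 min RT.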
# POLI inh: qHTS for Inhibitors of Polymerase Iota; DNA polymerase iota (Homo sapiens), Q9UNA4; Pol iota fluorescent replication assay, 10 min; Potency, µM (series often up to 115 µM), for inactives: at the top dose activity, negative = inhibition, actives largely listed as inhibitors; 390,000 tested, 1% active; further: potency means the concentration at half of the fitted maximal effect
# Target sequence (Q9UNA4 whole entry, looked up): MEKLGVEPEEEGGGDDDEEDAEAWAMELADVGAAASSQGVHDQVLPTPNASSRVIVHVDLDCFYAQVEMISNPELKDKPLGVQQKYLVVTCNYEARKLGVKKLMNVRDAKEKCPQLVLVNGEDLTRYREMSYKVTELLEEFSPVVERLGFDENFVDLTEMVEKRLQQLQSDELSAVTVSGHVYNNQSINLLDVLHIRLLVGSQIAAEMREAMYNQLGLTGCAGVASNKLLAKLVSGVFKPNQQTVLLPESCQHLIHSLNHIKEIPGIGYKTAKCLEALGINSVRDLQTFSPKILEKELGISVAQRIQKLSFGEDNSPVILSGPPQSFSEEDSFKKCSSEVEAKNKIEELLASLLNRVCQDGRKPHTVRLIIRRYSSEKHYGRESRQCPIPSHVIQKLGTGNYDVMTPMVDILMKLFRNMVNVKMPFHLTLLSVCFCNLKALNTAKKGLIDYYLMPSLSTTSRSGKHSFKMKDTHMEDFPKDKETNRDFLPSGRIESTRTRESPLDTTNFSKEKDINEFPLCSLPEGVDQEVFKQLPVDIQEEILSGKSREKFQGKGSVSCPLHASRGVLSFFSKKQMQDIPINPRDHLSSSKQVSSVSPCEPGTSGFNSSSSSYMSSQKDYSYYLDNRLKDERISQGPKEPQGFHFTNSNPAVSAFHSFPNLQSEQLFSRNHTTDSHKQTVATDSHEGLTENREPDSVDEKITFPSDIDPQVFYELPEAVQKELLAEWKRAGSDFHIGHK
#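 Fluorescent replication assay read twice, at 0 min and 10 min after adding 50 nM (final) substrate. Enzyme (10 nM) and compounds were first incubated 15 min at room temperature; enzyme-free buffer wells were negative controls.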
# BLM helicase inh: qHTS Assay for Inhibitors of Bloom's syndrome helicase (BLM). recombinant BLM DNA unwinding, fluorescence dequenching. Potency, µM (series often up to 56.1 µM), for the others: top-dose activity change, negative = inhibition, usual class: inhibitors. 350,000 tested, 0.2% active;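 further: potency means the concentration at half of the fitted maximal effect; plate controls were vehicle for no effect and no enzyme for full effect; nearly all actives have a fitted effect of over 35% in size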
# POLB inh: qHTS Assay for Inhibitors of DNA Polymerase Beta; Pol beta primer extension/strand displacement, fluorescence kinetic; Potency, µM (series often up to 114 µM), without a hit: top-dose activity change, negative = inhibition, usual class: inhibitors; P06746; 340,000 tested, 1.3% active; further: potency means the concentration at half of the fitted maximal effect; on the % scale 0 is the no-effect control and ±100 the full control effect
#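 Homogeneous kinetic assay of primer extension and strand displacement by 10 nM Pol beta, preincubated 15 min at room temperature with compound before 50 nM substrate (final) was added. Read at 0 and 10 min; four-parameter Hill fit.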
# TRHR ag: qHTS for Small Molecule Agonists and Allosteric Enhancers of Human TRH Receptor: Primary Screen for Agonists. TRHR cells, calcium flux fluo-8, FDSS agonist mode. activation, % at 2 µM. 360,000 tested, 0.18% active; in the data active means activation above about 30%; further: 0% is about no effect
#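 TRHR-expressing cells loaded with fluo-8 calcium dye; 23 nL library compound pin-transferred, kinetic FDSS fluorescence (Ex 480/Em 530) recorded about 180 s for agonist-induced calcium release, before a 10 nM TRH EC20 addition for potentiator mode.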
# Apoferritin bind: qHTS Assay for Identification of Novel General Anesthetics; Ferritin light chain (Equus caballus), P02791; apoferritin/1-aminoanthracene competitive binding, fluorescence; Potency, µM (series often up to 77.5 µM), for the others: at the top dose activity change, negative = displacement, usual class: inhibitors; 350,000 tested, 0.074% active; further: potency means the concentration at half of the fitted maximal effect; on the % scale 0 is the no-effect control and ±100 the full control effect; nearly all actives have a fitted effect of over 20% in size
#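 In PBS, apoferritin at 10 uM is loaded with 1-AMA from a 50% saturated solution. After 10 min of compound exposure at ambient temperature, reduced 535 nm fluorescence indicates probe displacement.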
# 12-LOX inh: Primary qHTS assay for inhibitors of human arachidonate 12S-lipoxygenase (ALOX12): Round 2; 580,000 tested, 1.1% active; purified 12hLO, xylenol orange hydroperoxide absorbance; Potency, µM (doses to about 108 µM), for inactives: at the top dose activity change, negative = inhibition, most hits filed as inhibitors; further: potency means the concentration at half of the fitted maximal effect; on the % scale 0 is the no-effect control and ±100 the full control effect
#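 Purified human 12hLO at 150 nM in 25 mM Hepes, 0.01% Triton X-100, pH 7.0, preincubated 15 min at room temperature with compound. Reaction started with 40 uM arachidonic acid, 30 min at room temperature. Hydroperoxide measured by Fe-xylenol orange, 573/405 nm absorbance ratio.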
# * marks the source's active call; other numbers are inactive results; u = inconclusive; x = not tested or not shown; & = joins results of further samples; [ ] = dose if it differs, or a comment. Unless noted, the call rests on the fitted dose curve; in most records, active means well fitted curve in the direction sought with a large enough effect; inconclusive means small, poorly fitted or top-dose-only effect, or another doubt; inactive means no such curve, though single readings can be large; an effect the other way counts as inactive or inconclusive. Some of the compounds tested. The share of hits here may be higher or lower than overall.
SMILES,ERG-DNA inh,Pol kappa inh,APE1 inh,POLI inh,BLM helicase inh,POLB inh,TRHR ag,Apoferritin bind,12-LOX inh
CCOC(=O)c1cccc(NC(=O)C2CCN(c3nnc(C)c4c(C)n(-c5ccccc5)nc34)CC2)c1,-10%,6%,x,-4%,-4%,0%,-0.3,-11%,-20%&-21%
O=C(c1ccco1)N1CCN(C(=O)c2cccc3c2C(=O)N(C2CCCCC2)C3)CC1,-15%,0%,7%,19%,0%,-6%,0.3,0%,-8%
Cc1ccc(C(=O)N/C(=C\c2ccc(C)o2)C(=O)O)cc1,-6%,u,3%,-22%,-2%,u,-0.2,6%,-25%
CC1CCCN(C(=O)COC(=O)c2cc(Br)ccc2O)C1 (stereo not drawn),3%,-1%,5%,6%,x,x,x,x,5%
CCOC(=O)CCn1cnc2ccc([N+](=O)[O-])cc2c1=O,10%,9%,1%,51%[activator],-2%,-12%,1.9,-6%,2%
COc1cc(C)c(C)cc1S(=O)(=O)Nc1cccc(-c2ccc(N3CCOCC3)nn2)c1,2%,-7%[60.1 µM],x,15%,-1%,10%,0.0,-17%,-9%
COc1ccc(/C=C2/SC(=O)N(CCC(=O)Nc3ccc(C)cc3)C2=O)cc1OC,x,x,2%,x,3%,-1%,-0.3,-2%,1%
CCOc1cc(/C=N/NC(=O)CN2CCCCC2)ccc1OCc1cccc(Cl)c1,1%,-4%,2%,26%,-2%,-18%,0.1,-17%,-5%
O=C(Cc1ccc(F)cc1)N1CCOCC1,2%,-8%,-1%,102%[activator],-8%,38%,0.2,1%,13%
O=C(CSCc1ccc(F)cc1)Nc1ccc(N2CCOCC2)cc1N1CCOCC1,13%,18%,52%,3%,x,x,0.4,x,-22%
O=C(NCCCn1ccnc1)C(=O)Nc1ccccc1,20%,-5%,-5%,u,2%,2%,0.1,-3%,0%
O=C(CCC(=O)NC12CC3CC(CC(C3)C1)C2)NC1CCCCC1,3%,-7%,-4%,20%,0%,62%,1.1,-17%,0%
COc1ccccc1CN(C)C(=O)C(c1ccccc1)c1ccccc1,-17%,-19%,14%,8%,-10%,11%,0.4,0%,u
COc1ccccc1-n1cnc2sc(-c3ccccc3)cc2c1=O,x,-3%,-4%,10%,2%,8%,0.5,-12%,-10%
O=C(c1cccs1)N1CCN(C2CCN(Cc3ccccc3)CC2)CC1,0%,5%,3%,20%,0%,-1%,0.0,-5%,-24%
CC(=O)C1=C(O)C(=O)N(CCC(=O)O)C1c1cccc(F)c1 (stereo not drawn),x,0%,-9%,u,-3%,-5%,0.6,0%,-16%
Cc1cc(C)n(-c2nc3ccccc3nc2Nc2ccc(C(C)C)cc2)n1,-8%,-19%,x,10%,-4%,0%,0.3,3%,-10%
O=C(NCC1CCCO1)c1cccc(N2CCCC2=O)c1 (stereo not drawn),-1%,-12%,-1%,2%,0%,2%,-0.1,2%,192%[activator][57.4 µM]
C=CCn1c(=O)c(C(C)=O)cn(N(C)c2ncc(C(F)(F)F)cc2Cl)c1=O,21%,-5%,-4%,88%[activator],1%,9%,8.8,-9%,-4%
O=C(COC(=O)c1cc([N+](=O)[O-])ccc1N1CCOCC1)NCc1ccc(Cl)cc1Cl,-13%,12%,-2%,3%,-12%,-16%,-0.4,u,-17%

# Reformatted tab-delimited: nine of the compounds above.
Molecule	ERG-DNA inh	Pol kappa inh	APE1 inh	POLI inh	BLM helicase inh	POLB inh	TRHR ag	Apoferritin bind	12-LOX inh
O=C(CCC(=O)NC12CC3CC(CC(C3)C1)C2)NC1CCCCC1	3%	-7%	-4%	20%	0%	62%	1.1	-17%	0%
COc1ccccc1CN(C)C(=O)C(c1ccccc1)c1ccccc1	-17%	-19%	14%	8%	-10%	11%	0.4	0%	u
COc1ccccc1-n1cnc2sc(-c3ccccc3)cc2c1=O	x	-3%	-4%	10%	2%	8%	0.5	-12%	-10%
O=C(c1cccs1)N1CCN(C2CCN(Cc3ccccc3)CC2)CC1	0%	5%	3%	20%	0%	-1%	0.0	-5%	-24%
CC(=O)C1=C(O)C(=O)N(CCC(=O)O)C1c1cccc(F)c1 (stereo not drawn)	x	0%	-9%	u	-3%	-5%	0.6	0%	-16%
Cc1cc(C)n(-c2nc3ccccc3nc2Nc2ccc(C(C)C)cc2)n1	-8%	-19%	x	10%	-4%	0%	0.3	3%	-10%
O=C(NCC1CCCO1)c1cccc(N2CCCC2=O)c1 (stereo not drawn)	-1%	-12%	-1%	2%	0%	2%	-0.1	2%	192%[activator][57.4 µM]
C=CCn1c(=O)c(C(C)=O)cn(N(C)c2ncc(C(F)(F)F)cc2Cl)c1=O	21%	-5%	-4%	88%[activator]	1%	9%	8.8	-9%	-4%
O=C(COC(=O)c1cc([N+](=O)[O-])ccc1N1CCOCC1)NCc1ccc(Cl)cc1Cl	-13%	12%	-2%	3%	-12%	-16%	-0.4	u	-17%

# Additional records
SMILES,ERG-DNA inh,Pol kappa inh,APE1 inh,POLI inh,BLM helicase inh,POLB inh,TRHR ag,Apoferritin bind,12-LOX inh
O=S(=O)(/N=C(/Nc1ccccc1F)c1ccccc1)c1ccccc1,-9%,-10%,0%,10%,-2%,u,0.1,-15%,5%
C=CCNC(=S)N/N=C/c1ccc(C(F)(F)F)cc1,9%,-1%,8%,16%,-5%,12%,0.2,-8%,u
CC(C)CNc1ncnc2[nH]ncc12,-2%,12%,x,4%,x,x,x,x,-13%
O=c1[nH]c(SCc2n[nH]c(=S)n2-c2ccccc2)nc2sc3c(c12)CCC3,2%,-31%,-11%,-12%[58.9 µM],1%,-9%,0.3,-10%,u
C(=C\n1nnc2ccccc21)/c1ccc[nH]1,-1%,25µM*,5%,u,x,x,0.4,x,-13%
COc1ccc(S(=O)(=O)Nc2ccc(-n3cnnn3)cc2)cc1[N+](=O)[O-],-4%,-15%,-9%,-11%,x,x,0.0,x,-6%
OCCC1CN(Cc2cccn2-c2ccccn2)CCN1C1CCCC1 (stereo not drawn),-5%,-4%,0%,55%[activator],-2%,-29%,-0.3,-7%,-10%
Cc1cc(C)c(NC(=S)NC(NC(=O)c2ccccc2)C(Cl)(Cl)Cl)c(C)c1 (stereo not drawn),4%,-15%,-4%,75%[activator],-1%,27%,-1.4,-8%,-21%
O=S1(=O)NC[C@]23C[C@H](c4ccc(F)cc4)[C@@H](C[C@@H]21)O3,3%,-10%,-1%,13%,-1%,3%,-0.4,6%,0%
CCn1c(N)c(C(=O)NCc2ccc3c(c2)OCO3)sc1=S,-5%,-11%,-1%,u,-4%,u,-1.7,u,x
C=CCn1c(SCC(=O)Nc2nc3ccccc3s2)nnc1-c1ccccc1O,-3%,-5%,-3%,-14%,-7%,16%,1.6,u,-6%
COc1ccc(-c2[nH]ncc2/C=N\NC(=O)c2ccc(Br)o2)cc1OC,10%,-6%,30%,-4%,-3%,-22%,-0.3,-19%,1%
CN1CCC(=O)N([C@H](COc2ccccc2)Cc2ccccc2)CC1,4%,-12%&20%,52%[activator],7%&9%,0%,u,0.0,-3%,-7%
Nc1ccc2oc(C3CCCCC3)nc2c1,-1%,-1%,-3%,8%,-3%,-1%,0.4,u,58%[activator]
O=C(Nc1ccc2c(c1)OCO2)c1cnc2n(c1=O)CCS2,-9%,0%,u,-9%[58.9 µM],-12%,22%,0.5,-4%,-6%
Cc1cccc(C)c1NC(=S)N1CCCCCC1,-4%,5%,8%,67%[activator],0%,9%,-0.1,-8%,u
O=C(C1CC1)N1CCc2cc(Br)cc(S(=O)(=O)N3CCN(c4ccccc4)CC3)c21,-15%,11%,x,17%,-1%,6%,0.0,-5%,-3%
O=C(O)CSCCn1cccn1,4%,-6%,0%,17%,2%,10%,0.5,-5%,-6%
CCCCCCN(C(=O)CCCCCN1C(=O)NC(c2ccc([N+](=O)[O-])cc2)C(C(=O)OCc2ccccc2)=C1C)C(C(=O)NCCCC)C1CCCCC1 (stereo not drawn),-19%,-17%,-9%,44%[activator],x,x,x,x,-11%
O=C(c1cc(COc2ccc(F)cc2F)on1)N1C[C@H]2CC[C@H]1C2,-6%,-7%,22%,-22%,-3%,66%,-1.7,-21%,0%
CCOC(=O)c1ccccc1NC(=O)Nc1ccc(OC)c(OC)c1,11%,9%,1%,9%,1%,2%,0.5,-1%,12%
CC(C)(C)c1ccc(OCCCNC2CCCC2)cc1,2%,-21%,-5%,32%[activator],2%,0%,1.1,u,u
O=C(NCCc1ccccc1)C(=O)NCC1OCCCN1S(=O)(=O)c1cccs1 (stereo not drawn),-4%,-24%,8%,15%,-1%,15%,0.1,-22%,4%

# Source: PubChem BioAssay (National Center for Advancing Translational Sciences (NCATS))
